Compound activity deposited in PubChem by National Center for Advancing Translational Sciences (NCATS).
DT40 TDP1 CPT: growth inhibition of DT40 Tdp1-/-;hTDP1 cells with camptothecin (screen for TDP1 inhibitors); chicken DT40 Tdp1-/-;hTDP1 cells + 20 nM CPT, ATP luminescence, 48 h; Potency, µM (series often up to 46.2 µM), for the others: at the highest dose activity change, negative = growth inhibition, usual class: inhibitors; actives 12% (n = 420,000); AID 686979; also: nearly all actives have a fitted effect of over 55% in size
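Chicken DT40 Tdp1-/- cells complemented with human TDP1, 400 cells/well, exposed to compounds plus 20 nM camptothecin for at least 48 h at 37 C; viability read as ATP content by CellTiter-Glo luminescence.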
TDP1 block: blocks human tyrosyl-DNA phosphodiesterase 1. actives 0.28% (n = 350,000). Potency, µM (top dose mostly 130 µM), without a hit: top-dose activity change, negative = inhibition, usual class: inhibitors. Q9NUW8. recombinant TDP1, AlphaScreen DNA substrate cleavage; also: nearly all actives have a fitted effect of over 40% in size
Target sequence (Q9NUW8 whole entry, looked up): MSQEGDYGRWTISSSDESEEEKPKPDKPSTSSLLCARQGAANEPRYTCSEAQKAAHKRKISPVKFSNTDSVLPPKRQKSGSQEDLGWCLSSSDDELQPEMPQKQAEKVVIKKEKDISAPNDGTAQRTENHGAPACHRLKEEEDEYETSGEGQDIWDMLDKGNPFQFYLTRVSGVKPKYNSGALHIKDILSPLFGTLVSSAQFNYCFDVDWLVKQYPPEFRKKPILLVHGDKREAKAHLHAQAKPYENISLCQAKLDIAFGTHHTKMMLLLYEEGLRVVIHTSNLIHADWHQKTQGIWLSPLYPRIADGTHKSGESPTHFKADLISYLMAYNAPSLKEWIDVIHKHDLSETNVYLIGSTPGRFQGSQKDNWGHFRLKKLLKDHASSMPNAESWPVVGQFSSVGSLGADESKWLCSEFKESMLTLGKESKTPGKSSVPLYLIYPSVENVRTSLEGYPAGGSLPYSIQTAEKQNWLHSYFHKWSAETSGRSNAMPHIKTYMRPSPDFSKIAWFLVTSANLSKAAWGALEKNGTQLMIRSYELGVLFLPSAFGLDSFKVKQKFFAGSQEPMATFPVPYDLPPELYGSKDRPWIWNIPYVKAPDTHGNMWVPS
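AlphaScreen read-out: signal falls as enzyme removes the 3' tyrosine-FITC from a 5'-biotinylated DNA oligo (15 nM, 5 min, RT). Enzyme was E. coli-made recombinant Tdp1 at 1 nM, exposed to compound for 15 min beforehand; beads 10 ug/ml, 10 min.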
DT40 TDP1 no CPT: qHTS for Inhibitors of human tyrosyl-DNA phosphodiesterase 1 (TDP1): qHTS in cells in absence of CPT | DT40 Tdp1-/- hTDP1 cells, no CPT, ATP luminescence, 48 h | Potency, µM (titrated, usually from 46.2 µM), without a hit: at the highest dose activity change, negative = growth inhibition, actives largely listed as inhibitors | actives 15% (n = 420,000); also: nearly all actives have a fitted effect of over 55% in size
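A cellular qHTS used chicken DT40 cells lacking endogenous Tdp1 but carrying stably transfected human TDP1. Compounds were applied without camptothecin, and cell growth kinetics were judged by ATP-dependent luminescence after ≥48 hr.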
The depositor's hits bear a star; ? = inconclusive; . = not tested or not shown; & = joins results of further samples; [ ] = remark or other dose. Calls follow the shape of the dose curve; as a rule, active = well fitted curve in the direction sought with a large enough effect; inconclusive = small, poorly fitted or top-dose-only effect, or another doubt; inactive = no such curve, though single readings can be large; an effect the other way counts as inactive or inconclusive. % is scaled to controls: 0 for no effect and ±100 for the full control effect; potency is read from the fitted curve at half-maximal effect.

smiles | DT40 TDP1 no CPT | DT40 TDP1 CPT | TDP1 block
Cc1cccc(N2CC(C(=O)NCC3COc4ccccc4O3)CC2=O)c1C (configuration not stated) | 5% | -13% | 1%
O=C(OC1CCCCC1=O)c1cccc(S(=O)(=O)N2CCOCC2)c1 (configuration not stated) | -2% | 1% | .
CC(=O)NCCOC(=O)Nc1ccncc1 | -11% | 3% | -2%
COC(=O)Cn1cnc2c(C#N)c3n(c2c1=O)CCCCC3 | -5% | -24% | 6%
Cc1sc2nc(COC(=O)c3ccc(Cl)c(N)c3)[nH]c(=O)c2c1C | 7.3µM* | 16µM* | 4%
Cc1cccc(NC(=S)N2CCC(c3nc4ccccc4o3)CC2)c1C | -15% | -25% | 3%
CC1CCN(c2c(NCc3ccc(C(=O)NCc4ccccc4)cc3)c(=O)c2=O)CC1 | ? | ? | .
C=CCn1c(COc2ccccc2OC)nc2ccccc21 | ? | ? | .
COC(=O)c1ccc(OC(=O)c2ccc(OC)c(OC)c2)c(OC)c1 | -17% | -24% | 2%
CNC(=O)c1ccsc1NC(=O)CCS(=O)(=O)c1ccccc1 | 0% | -10% | -1%
O=C(COC(=O)/C=C/c1nc2ccccc2s1)Nc1cccc(Cl)c1Cl | -3% | -2% | 4%
Cc1cccc(N2CCN(C(=O)Cc3ccccc3[N+](=O)[O-])CC2)c1C | 21µM* | -18% | 5%
O=C(O)C1CCN(C(=O)c2ccc(S(=O)(=O)N3CCCCCC3)cc2)CC1 | 1% | -11% | .
O=C(Nc1ccccc1N1CCOCC1)c1cc(-c2ccncc2)nc2ccccc12 | 12µM* | 12µM* | 3%
O=C(Nc1ccc2c(c1)OCO2)C1CCN(C(=O)CSc2ncnc3ccccc23)CC1 | ? | ? | 1%
c1ccc2oc(CCc3nc4ccccc4o3)nc2c1 | 0% | 3% | -3%
COC(=O)[C@@H]1C[C@@]2(O)[C@H](O)[C@H](O)[C@H](O)C[C@H]2N1Cc1ccc(-c2ccccc2)cc1 | -8% | -29% | -9%&4%
CC(=O)c1c(C)[nH]c(C(=O)Nc2cc(C)ccc2C)c1C | -23% | -19% | 4%
Cc1cc(OCC(=O)OCC(=O)N2CCCc3ccccc32)ccc1Cl | -10% | -9% | .
Cc1ccc(NC(=O)C(CC(C)C)NC(N)=O)cc1Cl (configuration not stated) | -4% | ? | 2%
Cc1ccc(-c2onc(C)c2C)cc1S(=O)(=O)N1CCC(C)CC1 | ? | 21µM* | -8%
O=C(C1CCN(S(=O)(=O)c2ccc(Cl)cc2)CC1)N1CCCCCCC1 | ? | ? | 2%
c1ccc(CCCNc2ncccn2)cc1 | -7% | -15% | 0%[56.1 µM]
O=C(NCC1(N2CCOCC2)CCCCC1)c1cccc(S(=O)(=O)N2CCc3ccccc3C2)c1 | ? | 18µM* | 3%
CCN(C(=O)COC(=O)Cc1ccc(F)cc1)c1c(N)n(Cc2ccccc2)c(=O)[nH]c1=O | -3% | -17% | 0%
Cc1ccc(-c2nc(C(=O)NCCCN(C)C)cc3c2[nH]c2ccccc23)cc1 | 23µM* | ? | .
COCCN(C(=O)c1cccc(N2C(=O)CCC2=O)c1)c1nc(-c2ccc([N+](=O)[O-])cc2)cs1 | 21µM* | ? | -3%
Cc1ncoc1C(=O)NC1CCCc2c1cnn2-c1ccc(C(C)(C)C)cc1 (configuration not stated) | 7.3µM* | 7.3µM* | 6%
Cn1c(SCC(=O)NNC(=O)Nc2ccc(Cl)cc2)nnc1-c1ccccc1 | -4% | -3% | .
O=C(Nc1ccc(F)cc1)C1CC(=O)n2c(nc3ccccc32)N1 (configuration not stated) | 1% | 0% | 3%

Another view of part of the listing above:
The line under a structure holds: DT40 TDP1 no CPT, DT40 TDP1 CPT, TDP1 block
O=C(NCC1(N2CCOCC2)CCCCC1)c1cccc(S(=O)(=O)N2CCc3ccccc3C2)c1
    ?, 18µM*, 3%
CCN(C(=O)COC(=O)Cc1ccc(F)cc1)c1c(N)n(Cc2ccccc2)c(=O)[nH]c1=O
    -3%, -17%, 0%
Cc1ccc(-c2nc(C(=O)NCCCN(C)C)cc3c2[nH]c2ccccc23)cc1
    23µM*, ?, .
COCCN(C(=O)c1cccc(N2C(=O)CCC2=O)c1)c1nc(-c2ccc([N+](=O)[O-])cc2)cs1
    21µM*, ?, -3%
Cc1ncoc1C(=O)NC1CCCc2c1cnn2-c1ccc(C(C)(C)C)cc1 (configuration not stated)
    7.3µM*, 7.3µM*, 6%

Continuation.
smiles | DT40 TDP1 no CPT | DT40 TDP1 CPT | TDP1 block
Cc1ccc(N(Cc2ccccc2)C(=O)c2ccc(S(=O)(=O)N3CCOCC3)cc2)cc1 | 18µM* | ? | 2%
CC(C)(C)OC(=O)[C@H](Cc1ccccc1)NC(=O)c1[nH]cnc1C(=O)Nc1ccc(Cl)cc1 | ? | ? | 8%
COc1ccc(-n2c(CCC(=O)O)ccc2-c2ccc(F)cc2)c(OC)c1 | -1% | 2% | .
O=P1(NC2CCCC2)OCC2(CO1)COP(=O)(NC1CCCC1)OC2 (configuration not stated) | 8% | 4% | .
CC(=O)OC[C@H]1O[C@@H](O[C@H]2[C@H](O)[C@@H](OC(=O)c3ccccc3C(=O)O)[C@H](O)O[C@@H]2COC(C)=O)[C@H](O)[C@@H](OC(=O)c2ccccc2C(=O)O)[C@@H]1O | 0% | 9% | .
C=CC(=O)NC(NC(=O)C=C)c1ccc(Br)cc1 | ? | -24% | 4%
O=S1(=O)C[C@@H](N2CCC(Cc3ccccc3)CC2)[C@H](COCc2ccccc2)N1 | 23µM* | 18µM* | .
Cc1nc(S(=O)(=O)c2ccc(Br)cc2)nc2c1CCC2 | ? | 22% | 3%
O=C(N(Cc1ccccc1)c1ccccn1)C12CC3CC(CC(C3)C1)C2 | 16µM* | 26µM* | -5%
COc1ccc(CSc2nnc3[nH]c(=O)cc(N)n23)cc1 | -7% | 4% | -4%
COc1cccc(C2CC(c3cccs3)=NN2C(=O)c2ccco2)c1O (configuration not stated) | -11% | -1% | 18%
COC(=O)c1cc(S(=O)(=O)NCC2CCN(Cc3ccc(C)cc3)CC2)c[nH]1 | 7%&-21% | -21%&-26% | 2%&0%
S=c1[nH]ccn1-c1ccccc1Cl | -5% | 15% | ?
O=C(CC12CC3CC(CC(C3)C1)C2)NCc1ccccc1 | ? | ? | .
COc1cc(-c2nc(Cc3ccccc3Cl)no2)cc(OC)c1OC | ? | -25% | -6%
Cn1cc(-c2cc3n(n2)CCC(=O)N3CCCC(=O)NCc2ccccc2)c2ccccc21 | ? | ? | 4%
CCN1CC(CN(C)Cc2cn(-c3ccc(C)cc3)nc2-c2ccc(F)cc2)CC1=O (configuration not stated) | ? | ? | 3%
CCN(CC)S(=O)(=O)c1nnc(NC(=O)COc2ccccc2F)s1 | -28% | -12% | 5%
COc1cc(CNc2ccc3[nH]c(=O)[nH]c3c2)ccc1OCc1ccc(F)cc1Cl | ? | ? | -2%
COc1ccc(N2CCN(C3=NS(=O)(=O)C(c4cccc(Br)c4)=C3C)CC2)cc1 | ? | -29% | 6%
COCCSc1ccccc1C(=O)Nc1nnc(COC)s1 | -8% | -13% | 2%
CN(c1ccccc1)S(=O)(=O)c1cccc(NC(=O)CN2CCCc3ccccc32)c1 | 18µM* | ? | 7%
CCOC(=O)c1c(NC(=O)C2C3C=CC(C3)C2C(=O)O)sc2c1CC(C)(C)OC2 (configuration not stated) | -6% | 8% | -13%
C=CCn1c(SCC(=O)NC(=O)NCCC)nnc1C1CCCCC1 | -15% | -24% | 7%
Cc1sc(NC(=O)c2ccco2)c(C(=O)c2ccc(Cl)cc2)c1C | -27% | -11% | 6%
Cc1cccc(CNc2cc(-c3ccoc3)ncn2)c1 | ? | ? | -7%[56.1 µM]
Fc1ccccc1OCCCN1CCOCC1 | -10% | -16% | -7%
CNc1nc(C)cc(C)c1S(=O)(=O)c1ccc(Cl)cc1 | ? | -17% | .
COc1ccc(OC)c(CC(NC(C)=O)C(=O)NC2CCN(C(=O)c3cccc(C)c3)CC2)c1 (configuration not stated) | 8% | 3% | 1%
COc1cc(CNc2cccc(F)c2)cc(Br)c1O | ? | -13% | 8%
CC(/C=N/NC(=O)c1cc(-c2cccn2C)n[nH]1)=C\c1ccccc1 | ? | ? | 7%
COc1ccc(Cl)cc1NC(=O)COC(=O)C1CC1 | 2% | -20% | -4%[56.1 µM]
CC1=C(C(=O)Nc2ccc(C)cc2C)C(c2ccc([N+](=O)[O-])cc2)n2ncc(C(=O)Nc3ccc(F)cc3)c2N1 (configuration not stated) | 8.2µM* | 8.2µM* | 4%
O=C(COC(=O)CNC(=O)c1ccccc1)NC12CC3CC(CC(C3)C1)C2 | -27% | -27% | .
CC(C)[C@H](NC(=O)c1ccco1)C(=O)OCC(=O)Nc1ccccc1OC(F)F | -1% | 14% | -2%
COc1ccc(CCN(C)C(=O)CSc2nnc(C3CC3)n2N)cc1OC | -1% | -2% | -1%
COc1ccc(CN(Cc2nc3ccccc3c(=O)[nH]2)C(=O)NC2CCCCC2)cc1 | -21% | -16% | 0%
CCOC(=O)N1CCN(C(=O)CCc2ccc(S(=O)(=O)NCC(C)C)cc2)CC1 | -4% | 0% | .
O=C(c1ccc(F)cc1)N1c2nc(-c3ccco3)nn2C2(CCCCC2)[C@@H]2CCCC[C@@H]21 | 23µM* | ? | 1%
O=C(CN1CCN(C(=O)N2CCOCC2)CC1)Nc1ccc(Br)cc1 | 4% | -6% | 5%
O=C(COc1ccc(Cl)cc1Br)N1CCN(S(=O)(=O)c2ccccc2)CC1 | ? | ? | 2%
COc1ccc(/C=C2/C(=O)N(c3nc4ccccc4s3)N=C2CSc2ccc(Cl)cc2)cc1 | ? | -28% | 7%
CC(C)C(NC=C1C(=O)OC(C)(C)OC1=O)C(=O)O (configuration not stated) | -11% | 1% | 3%
CCCCN(C)c1c(C)nc2ccc(C(=O)NC3CCN(C)CC3)cn12 | ? | ? | .
CC1=CC[C@@]2(CO)COC(c3ccccc3O)C1C2 (some centres not stated) | 9%[9.04 µM] | 6%[9.04 µM] | 6%
CCOc1ccc(/C=C/C2=Cc3c(sc(NC(=O)CSc4n[nH]c(N)n4)c3C#N)C(C)(C)C2)cc1 | 15µM* | 13µM* | 7%
Cc1cc(C(=O)N2CCN(c3ccccc3)CC2)c(C)o1 | -6% | 0% | 5%
CSc1nccc(Oc2ccccc2Cl)n1 | -20% | 7% | .
CCOC(=O)c1c(C)[nH]c(C(=O)COc2ccc3c(c2)OCO3)c1C | ? | ? | -2%
O=C(N/N=C/c1ccccn1)c1ccc(Br)cc1 | 15µM* | 21µM* | 3%

More records follow.
smiles | DT40 TDP1 no CPT | DT40 TDP1 CPT | TDP1 block
Cn1c(-c2cc3ccc(OC(=O)C(C)(C)C)cc3oc2=O)nc2ccccc21 | -21% | ? | -1%
CC(C)(C)C(=O)N1CCN(C(c2ccccc2)c2ccccc2)CC1 | 18µM* | ? | .
CCCOc1ccc(N2C(=O)CC(NCc3ccc(S(N)(=O)=O)cc3)C2=O)cc1 (configuration not stated) | 4% | 40%[activator] | -10%
Cc1nc(CCNC(=O)CC2C(=O)NCCN2CC(C)(C)C)nc2c1CCC2 (configuration not stated) | -1% | -15% | .
CCCNC(C)C(=O)Nc1ccccc1C (configuration not stated) | 3%&-12%&2% | -2%&3%&5% | 10%[56.1 µM]
Cc1ccc(CNc2ccc(N3CCOCC3)cc2)s1 | -14% | -14% | 2%
Cc1ccc(S(=O)(=O)N(C)C)cc1NC(=O)COC(=O)c1ccc2ccccc2n1 | 7% | -1% | 1%
COc1ccc(CSCC(=O)Nc2ccccc2)cc1[N+](=O)[O-] | 1% | 2% | .
CCOc1ccccc1C(=O)N(Cc1ccc(N(C)C)cc1)Cc1ccco1 | 16µM* | ? | 14%
CCOC(=O)C1=C(CNCc2ccccc2Cl)NC(=O)NC1c1ccc2c(c1)OCO2 (configuration not stated) | ? | ? | 9%
Cc1ccc(C(=O)c2cncc(Br)c2)cc1 | ? | ? | 7%
COC(=O)CSC(C)C(=O)Nc1nnc(C(C)C)s1 (configuration not stated) | 0% | 0% | 0%
Cc1ccc(C(=O)NC2CCCCCC2)cc1N1CCCC1=O | 19% | -17% | 5%
CCOC(=O)c1cc(NC(=O)c2cccs2)ccc1N1CCOCC1 | -15% | -2% | 0%
CCn1c(=O)c2cc(C(=O)N3CCN(c4cccc(OC)c4)CC3)sc2c2ccccc21 | 13µM* | 18µM* | 10%
CCOc1ccc(NC(=O)CSC(N)=O)cc1 | ? | ? | 6%
COc1cccc(CN(C)C(=O)c2cc(S(=O)(=O)N3CCCC3)ccc2C)c1OC | ? | ? | -7%
OC[C@@H]1CN(Cc2cccc(C(F)(F)F)c2)C[C@H](n2cnc3c(NCc4ccco4)ncnc32)O1 | ? | 18µM* | .
COCCNC(=O)c1cc2c3ccccc3n(C)c2s1 | -14% | -9% | 8%
